# GLP1R ag: activates the human GLP-1 receptor | HEK293 GLP-1R CRE-luciferase, luminescence, 4-6 h; cells express a hypersensitive GLP-1R form | Potency, µM (doses to about 45.6 µM), for the others: top-dose activation, usual class: activators | hit rate 0.007% among 380,000 | AID 624172; further: potency means the concentration at half of the fitted maximal effect; % of control where 0% means no effect
# Target sequence (P43220 whole entry, looked up): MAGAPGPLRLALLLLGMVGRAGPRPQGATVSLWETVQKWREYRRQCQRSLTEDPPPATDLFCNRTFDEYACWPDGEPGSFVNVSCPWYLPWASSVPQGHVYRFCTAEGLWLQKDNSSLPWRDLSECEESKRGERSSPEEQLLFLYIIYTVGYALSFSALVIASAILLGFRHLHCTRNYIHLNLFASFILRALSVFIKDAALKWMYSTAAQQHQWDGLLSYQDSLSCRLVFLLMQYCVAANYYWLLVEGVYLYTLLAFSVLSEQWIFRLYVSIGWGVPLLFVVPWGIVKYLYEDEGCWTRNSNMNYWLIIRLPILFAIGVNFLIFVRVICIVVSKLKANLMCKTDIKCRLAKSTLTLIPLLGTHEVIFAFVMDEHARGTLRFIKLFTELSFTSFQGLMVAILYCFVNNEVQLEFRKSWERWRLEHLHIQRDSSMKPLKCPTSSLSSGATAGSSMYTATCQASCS
# TDP43 rescue: inhibitors of TDP-43 toxicity in yeast | hit rate 1.8% among 410,000 | AID 652104 | Potency, µM (top dose mostly 46.1 µM), without a hit: at the top dose growth rescue (activation), hits mostly activators | TDP-43 expressing yeast growth rescue, BacTiter-Glo, 24 h; further: potency means the concentration at half of the fitted maximal effect; % of control where 0% means no effect; nearly all actives have a fitted effect of over 50% in size
#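 Galactose-induced TDP-43 yeast, OD600=0.02, compound pinned; 24 hr, 30 deg C; BacTiter-Glo luminescence for growth. Inhibitors of TDP-43 toxicity read as activators.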
# FUS yeast rescue: suppressors of FUS proteinopathy in yeast; AID 1347120; Potency, µM (titrated, usually from 76.6 µM), for inactives: top-dose growth rescue (activation), usual class: activators; S. cerevisiae FUS-expressing, growth rescue, OD600, 24 h; hit rate 0.24% among 390,000;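 further: potency means the concentration at half of the fitted maximal effect; plate controls were DMSO vehicle for no effect and reference control for full effect; nearly all actives have a fitted effect of over 55% in size; some results filed as inactive show a strong effect at the top dose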
#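 Galactose (2%) drives FUS expression in yeast precultured in raffinose; seeding density OD 0.005. Test compounds incubated 24hr at 30C and 99% humidity before absorbance at 600 nm was measured.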
# DRD3 antagonist: antagonists of human D3 dopamine receptor; P35462; D3R cells, DiscoveRx beta-arrestin luminescence, antagonist mode; stronger effect = lower value; max response, negative = inhibition, %; hit rate 2.5% among 360,000; in the data active means max response below about -50%; inconclusive means no clear call, values can overlap the other calls; further: on the % scale 0 is the no-effect control and ±100 the full control effect; mostly tested at two doses, the higher about 12 µM
# Target sequence (P35462 whole entry, looked up): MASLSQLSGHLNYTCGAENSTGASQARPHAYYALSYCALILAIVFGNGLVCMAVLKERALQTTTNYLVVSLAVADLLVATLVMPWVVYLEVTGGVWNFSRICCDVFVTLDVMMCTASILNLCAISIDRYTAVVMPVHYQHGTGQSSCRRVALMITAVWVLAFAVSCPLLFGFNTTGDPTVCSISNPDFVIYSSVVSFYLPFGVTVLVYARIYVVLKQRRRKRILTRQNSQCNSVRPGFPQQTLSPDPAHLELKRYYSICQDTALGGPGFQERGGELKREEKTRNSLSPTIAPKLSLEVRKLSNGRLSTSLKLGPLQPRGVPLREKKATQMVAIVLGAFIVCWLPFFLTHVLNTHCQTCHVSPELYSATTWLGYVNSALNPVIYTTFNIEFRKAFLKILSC
#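 Cells expressing the human receptor were seeded at 1500 cells/well, incubated overnight at 37 degrees C in 5% CO2, then exposed to library compounds with dopamine controls for 90 minutes at 37 degrees C before luminescent detection.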
# PTHR1 ag: PTHR1 (human) receptor agonism | HEK293 GP2 PTHR1 cells, GloSensor cAMP luminescence, 1 h | AID 743266 | hit rate 0.075% among 410,000 | Potency, µM (highest dose often 115 µM), for the others: top-dose activation, usual class: activators | Q03431; further: potency means the concentration at half of the fitted maximal effect; nearly all actives have a fitted effect of over 55% in size; some results filed as inactive show a strong effect at the top dose; inactives centre near -15; many of its hits are not listed in these tables
#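 HEK-293-derived GP2 cells expressing PTHR1 and a GloSensor cAMP reporter, 3,000/well, plated overnight, given luciferin plus IBMX (each 0.5 mM as added) for 1 h at 37 °C, then compound for 1 h at 37 °C. Luminescence was read after 15 min at room temperature.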
# GLP-1R inv ag: inverse agonists of human GLP-1 receptor; Potency, µM (top dose mostly 38.3 µM), without a hit: at the top dose activity change, negative = inhibition, usual class: inhibitors; HEK293 GLP-1R CRE-luciferase, luminescence, 24 h; GLP-1R form is constitutively active; hit rate 1.6% among 410,000; further: potency means the concentration at half of the fitted maximal effect; on the % scale 0 is the no-effect control and ±100 the full control effect; nearly all actives have a fitted effect of over 55% in size
#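 Luminescence readout: a drop in cAMP-driven luciferase signal flags inverse agonism at a constitutively active GLP-1R stably expressed in HEK293. Compound exposure lasted 24 hr at 37 deg C, 5% CO2.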
# pAkt inh: Akt phosphorylation inhibition; Neuro2A IGF-stimulated pAkt S473 HTRF, 20 min; stronger effect = lower value; activity change, % for hits at 50 µM; hit rate 0.32% among 360,000; AID 651550; in the data active means activity change below about -80%; inconclusive means mostly about -51% to -80%; further: on the % scale 0 is the no-effect control and ±100 the full control effect
#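 Single-point screen (50 µM final compound) in Neuro2A cells stimulated 20 min with 6 nM IGF at 37 deg C. After lysis, Ser473-phosphorylated Akt read by HTRF (ex 330 nm, em 615/665 nm) as the 665/615 ratio.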
# Abeta yeast res: compounds reversing amyloid beta toxicity in yeast; yeast expressing A-beta42, growth rescue, OD600, 48 h; response scale: 0% DMSO, 100% iron-clioquinol control; Potency, µM (series often up to 46.1 µM), without a hit: at the highest dose growth rescue, most hits filed as activators; hit rate 0.063% among 410,000; AID 1347071; further: potency means the concentration at half of the fitted maximal effect; nearly all actives have a fitted effect of over 55% in size
#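 Yeast growth medium received pinned compounds, then yeast cells expressing toxic A-beta were added; plates incubated at 30 C for 48 hr. Growth read as absorbance at 600 nm, normalized to DMSO and equimolar FeCl3 plus clioquinol controls.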
# aSyn rescue: rescues yeast growth from alpha-synuclein toxicity | Yeast expressing alpha-synuclein, growth rescue, BacTiter-Glo, 24 h | Potency, µM (titrated, usually from 46.1 µM), without a hit: at the top dose growth rescue (activation), usual class: activators | hit rate 0.14% among 370,000; further: potency means the concentration at half of the fitted maximal effect; % of control where 0% means no effect; nearly all actives have a fitted effect of over 65% in size
#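 Rescue of yeast growth: cells expressing toxic alpha-synuclein, induced in galactose at OD600 0.02, incubated with compound 24 h at 30 C. ATP luminescence quantified growth; inhibitors of toxicity appear as activators.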
# Numbers without * were called inactive; i = inactive; ? = inconclusive; · = not tested or not shown; [ ] = remark or other dose. Unless noted, the call rests on the fitted dose curve; in most records, active means well fitted curve in the direction sought with a large enough effect; inconclusive means small, poorly fitted or top-dose-only effect, or another doubt; inactive means no such curve, though single readings can be large; an effect the other way counts as inactive or inconclusive. A portion of the library; count on the stated rates, not on these rows.
SMILES,GLP1R ag,TDP43 rescue,FUS yeast rescue,DRD3 antagonist,PTHR1 ag,GLP-1R inv ag,pAkt inh,Abeta yeast res,aSyn rescue
COc1ccc(CCN2C(=O)N(c3cccc(C)c3)C(=O)C2CC(=O)Nc2ccccc2)cc1OC (stereo not given),·,-8%,?,·,i,-5%,·,-13%,·
C=CCSc1nnc(NC(=O)COc2ccc3ccccc3c2)s1,-9%,-9%,-6%,-66*,-2%[57.5 µM],4%,i,12%,-3%
COc1ccc(C(c2nnnn2CCc2ccccc2)N2CCN(C)CC2)cc1OC (stereo not given),5%,-24%,·,118,i,0%,i,-11%,3%
CCCCNCc1cc(OC)c(OCC(N)=O)cc1Br,-6%,-11%,13%,11,-7%[57.5 µM],0%,i,15%,-17%
CC(=O)[C@H]1[C@@H]2C(=O)N(c3cccc(Cl)c3)C(=O)[C@@H]2[C@H]2c3ccccc3C=CN21,-21%,28%,12%,-22,i,5%,i,6%,4%
c1ccc(-c2noc(-c3ccc4c(c3)OCO4)n2)cc1,-1%,-21%,-4%,-24,-36%[inhibitor],7%,i,-18%,-3%
CNc1nc(-c2ccc(S(=O)(=O)N3CCCCC3)cc2)cs1,13%,-6%,10%,-17,-34%[inhibitor],?,i,0%,-11%
CC(C)C(=O)Nc1nnc(Cc2ccccc2)s1,1%,10%,·,-14,i,12%,i,2%,1%
CC(=O)N1c2ccccc2C(=O)OC1c1cccnc1 (stereo not given),-15%,-22%,-10%,-3,i,-2%,i,9%,-1%
Cc1ccc(N(C(C)C(=O)N2CCCCC2)S(C)(=O)=O)cc1C (stereo not given),2%,0%,7%,-4,-15%[57.5 µM],0%,i,-25%,-1%
Cc1ccc(CNC(=O)CN(C(=O)C2(C)CC(=O)N=C3C=CC=CN32)c2ccccc2)cc1 (stereo not given),0%,2%,14%,2,0%,12%,i,-15%,-4%
COc1ccc(-c2cc(C3CCN(c4ccc(C(C)=O)cc4[N+](=O)[O-])CC3)[nH]n2)cc1,0%,-2%,23%,-14,i,0%,i,?,1%
CCCCCC(=O)NC(CC(=O)OC)c1ccc2c(c1)OCO2 (stereo not given),-1%,3%,4%,-7,-4%,-6%,i,-3%,-12%
COc1ccc(C(=O)NCC(=O)N/N=C/c2cccc(OC(=O)c3ccco3)c2)cc1OC,-1%,20%,-28%,3,i,11%,i,5%,0%
Cc1nn(C)c(C)c1CN(C)C(=O)c1cnn2c1NC(c1ccccc1)CC2C(F)(F)F (stereo not given),-9%,-2%,?,12,-13%[57.5 µM],-2%,i,0%,10%
Cc1ccc2[nH]c3nc(SCC#N)nnc3c2c1,7%,-2%,-2%,1,-22%,43%[activator],i,-12%,-2%
CCCc1cc(=O)[nH]c(Nc2cc(C)cc(C)c2)n1,·,0%,9%,·,-6%,4%,·,-14%,·
O=C(N/C(=C\c1ccccc1)C(=O)N1CCCCCC1)c1ccccc1,9%,14%,18%,-5,i,?,i,13%,4%
Fc1ccccc1/C=N/n1cnnc1,-8%,-11%,-8%,5,i,0%,i,13%,?
COc1ccc(NC(=O)c2sc3ncn(CC(=O)N4CCN(c5ccccn5)CC4)c(=O)c3c2C)cc1OC,0%,-11%,23%,6,i,0%,i,2%,1%
COc1ccc(N2CCN(C(=O)CN(c3cccc(OC)c3)S(=O)(=O)c3ccccc3)CC2)cc1,-13%,0%,·,10,i,?,i,1%,1%
Nc1nnc(SCC(=O)N2CCN(c3cccc(Cl)c3)CC2)n1-c1ccccc1,2%,0%,?,-3,i,0%,i,5%,1%
O=C(CSc1nc2ccccc2nc1Cc1ccc(Cl)cc1)Nc1ccc2c(c1)OCO2,·,-18%,7%,·,23%,11%,·,-12%,·
CCNc1nc2c(c(=O)[nH]c(=O)n2C)n1CC(C)C,-2%,14%,-5%,6,i,18%,i,-4%,0%
Cc1cccn2c(=O)c3cc(C(=O)NCc4ccco4)c(=N)n(C4CCCCC4)c3nc12,5%,13%,5%,-18,-40%[inhibitor],?,i,8%,4%
Cc1ccnc(NC(=O)CCC(=O)N(CC(=O)NCc2ccc(F)cc2)c2cccc(F)c2)c1,4%,-5%,0%,-6,i,3%,i,4%,3%
CC(C)(C)[C@H](N)C(=O)N[C@H]1CCC2C3CC=C4C[C@@H](O)CC[C@]4(C)C3CC[C@@]21C (stereo not given in full),-2%,15%,·,8,-20%,?,i,-1%,7%
COc1ccc(N2CCN(C(=O)c3cc4ccccc4o3)CC2)cc1,14%,1%,-6%,3,i,6%,i,3%,5%
Cc1ccnc(NC2(C(F)(F)F)N=C3SCCN3C2=O)c1 (stereo not given),0%,10%,16%,16,i,22%,i,1%,6%
O=C(CN(c1ccc([N+](=O)[O-])cc1)S(=O)(=O)c1ccccc1)N1CCCCC1,-4%,1%,5%,25,15%,-13%,i,-3%,2%
Cc1cc(Cl)n2ncc(-c3ccccc3)c2n1,28%,0%,6%,-12,-6%,16%,i,-8%,-14%
Cn1c(N)c(C#N)c(-c2ccccc2)c(C#N)c1=O,3%,7%,-15%,2,-23%,23%,i,-17%,-3%
O=C(c1cn(-c2ccccc2)nc1-c1cccnc1)N1CCN(S(=O)(=O)c2ccccc2F)CC1,-5%,-11%,9%,2,-47%[inhibitor],24%,i,-23%,-6%
COc1cc(C2C3=C(CC(C)(C)CC3=O)N(C)C(=O)N2C)cc(OC)c1OC (stereo not given),-10%,0%,19%,24,i,65%[activator],i,-9%,-7%
O=C1[C@H]2[C@@H](c3ccccc3)N[C@]3(CCCN(Cc4ccccc4)C3=O)[C@H]2C(=O)N1Cc1ccccc1,-5%,5%,?,-29,-12%,-3%,i,1%,-2%
Nc1[nH]c(C(=O)c2ccccc2)c(-c2c(F)cccc2F)c1C(=O)c1ccc(Cl)c(Cl)c1,-2%,-1%,4%,-22,-4%,?,i,-18%,8%
CCC1(C)Cc2ccccc2-c2nc(NCCCO)n(C)c(=O)c21 (stereo not given),16%,16%,7%,0,-11%,?,i,13%,-1%
O=C(CSc1ccc(-c2ccc(F)cc2)nn1)N1CCN(c2ccccc2)CC1,-5%,18%,-1%,-12,i,8%,i,7%,-3%
COc1ccccc1-c1nnc(SCC(=O)c2ccc(Cl)cc2)n1-c1ccccc1,-1%,7%,39%,·,-12%,?,·,-2%,10%
Brc1ccc(-c2nc3ccc(Br)cn3c2Cc2ccccc2)cc1,6%,22%,10%,-1,i,-20%,i,8%,6%

# Ordered by SMILES length (falling): part of the list above
SMILES,GLP1R ag,TDP43 rescue,FUS yeast rescue,DRD3 antagonist,PTHR1 ag,GLP-1R inv ag,pAkt inh,Abeta yeast res,aSyn rescue
COc1ccc(CCN2C(=O)N(c3cccc(C)c3)C(=O)C2CC(=O)Nc2ccccc2)cc1OC (stereo not given),·,-8%,?,·,i,-5%,·,-13%,·
COc1ccccc1-c1nnc(SCC(=O)c2ccc(Cl)cc2)n1-c1ccccc1,-1%,7%,39%,·,-12%,?,·,-2%,10%
O=C(N/C(=C\c1ccccc1)C(=O)N1CCCCCC1)c1ccccc1,9%,14%,18%,-5,i,?,i,13%,4%
CNc1nc(-c2ccc(S(=O)(=O)N3CCCCC3)cc2)cs1,13%,-6%,10%,-17,-34%[inhibitor],?,i,0%,-11%

# The list goes on:
SMILES,GLP1R ag,TDP43 rescue,FUS yeast rescue,DRD3 antagonist,PTHR1 ag,GLP-1R inv ag,pAkt inh,Abeta yeast res,aSyn rescue
Cc1ccc(NC2c3ncccc3C(=O)N2Cc2cccs2)cc1 (stereo not given),12%,-3%,3%,8,-1%,15%,i,-4%,8%
O=C(NC1CCCC1)C1C(c2ccc(C(F)(F)F)cc2)=Nc2ccccc2N1C(=O)c1cccc2ccccc12 (stereo not given),·,8%,13%,-10,-2%,22%,i,-10%,6%
O=C1C(=O)N(Cc2cccs2)c2ccccc21,0%,-71%[inhibitor],22%,6,i,14%,i,?,-38%[inhibitor]
CC1CCc2c(nc3ncnn3c2NCCc2ccccc2F)C1 (stereo not given),9%,0%[9.22 µM],0%,1,-3%,?,i,-2%,-4%
Cc1cccc(C(=O)O/N=C/c2c(Cl)n(C)c3ccccc23)c1,21%,21%,-5%,2,i,14%,i,10%,-4%
Cc1[nH]n(-c2ccccc2)c(=O)c1Sc1ccc(Cl)cc1,-6%,10%,32%,-16,-30%,-53%,i,-94%[inhibitor],-54%[inhibitor]
O=c1c2c([nH]n1-c1ccccc1)C[C@@H](C1CCCCC1)O[C@H]2c1ccc(F)cc1,-3%,?,19%,37,-18%,2.2µM*,i,26%,18%
COCC(C)N1CCC(Oc2cccc(C(=O)NCCc3ccccc3)c2)CC1 (stereo not given),-5%,3%,18%,-9,-20%,?,i,13%,1%
COc1cc(C(O)P(=O)(OCC(C)C)OCC(C)C)cc(OC)c1OC (stereo not given),8%,-3%,35%,2,29%,-15%,i,14%,-1%
CCCCNC(=O)C(NC(=O)c1ccc2c(c1)OCO2)C(=O)c1ccccc1 (stereo not given),·,2%,2%,-25,-6%,22%,i,-17%,-9%
Cc1ccc(-c2csc3ncnc(-n4nc(C)cc4N)c23)cc1,-8%,-5%,16%,14,i,5%,i,8%,11%
C[C@H]1CN([C@@H](C)CO)C(=O)c2cc(Br)cnc2O[C@@H]1CN(C)C(=O)NC1CCCCC1,-2%,8%,-23%,20,-20%,24%,i,-6%,-5%
COC(CC(=O)NNC(=S)Nc1ccc(Cl)cc1)OC,4%,-10%[0.397 µM],0%,4,-6%,13%,i,12%,0%
CC(NC(=O)c1cccnc1)C(c1ccccc1)N1CCN(C)CC1 (stereo not given),-11%,-10%,5%,4,i,0%,i,0%,-2%
